Source: PubChem BioAssay (several laboratories)
AGP1 TOR yeast – modulators of AGP1-GFP expression in yeast TOR pathway, primary screen, cell-based, multiplex flow cytometry, S. cerevisiae, MLPCN library; actives 0.02% (n = 320,000); AID 2066, 2009; GFP response vs DMSO, % at 10 µM; 3 h; GFP as percent of DMSO wells;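 active = GFP response relative to DMSO above a set limit, near screen average plus 3 SD, cut at about 150% in these data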;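 also: median GFP channel fluorescence of the gated AGP1 strain per well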
CIT2-GFP yeast – modulators of CIT2-GFP expression in yeast, primary screen, S. cerevisiae, GFP fusion, multiplex flow cytometry, MLPCN library; S. cerevisiae CIT2-GFP strain, 3 h; 100 means same as DMSO wells; GFP response vs DMSO, % at 10 µM; actives 0.065% (n = 320,000);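 active = GFP response relative to DMSO above a set limit, near the screen mean plus 3 SD, cut at about 150% in these data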;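 also: ratio of well median GFP fluorescence to mean of DMSO wells on the plate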
LAP4 TOR yeast – modulators of LAP4-GFP expression in yeast, primary screen, S. cerevisiae, multiplex flow cytometry, MLPCN library | 3 h; median GFP as percent of DMSO wells | AID 2023, 2009 | GFP response vs DMSO, % at 10 µM | actives 0.34% (n = 320,000);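 active = GFP response vs DMSO above a set limit, about the screen mean plus 3 SD, cut at about 150% in these data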
GRK2 inh – compounds blocking aptamer binding on GRK2 – biochemical, human GRK2, bead flow cytometry, HTS, primary screen | Beta-adrenergic receptor kinase 1 (Homo sapiens), P25098 | FAM-aptamer displacement from GRK2 | inhibition of aptamer binding, % at 10 µM | actives 0.59% (n = 330,000) | AID 488847, 2010;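 active = inhibition of aptamer binding above 40%, roughly 3 SD of noise, on plates passing a quality check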;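 also: median bead fluorescence of bound FAM aptamer so fluorescent compounds give negative values; no value below 0 was filed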
Target sequence (P25098 whole entry, looked up): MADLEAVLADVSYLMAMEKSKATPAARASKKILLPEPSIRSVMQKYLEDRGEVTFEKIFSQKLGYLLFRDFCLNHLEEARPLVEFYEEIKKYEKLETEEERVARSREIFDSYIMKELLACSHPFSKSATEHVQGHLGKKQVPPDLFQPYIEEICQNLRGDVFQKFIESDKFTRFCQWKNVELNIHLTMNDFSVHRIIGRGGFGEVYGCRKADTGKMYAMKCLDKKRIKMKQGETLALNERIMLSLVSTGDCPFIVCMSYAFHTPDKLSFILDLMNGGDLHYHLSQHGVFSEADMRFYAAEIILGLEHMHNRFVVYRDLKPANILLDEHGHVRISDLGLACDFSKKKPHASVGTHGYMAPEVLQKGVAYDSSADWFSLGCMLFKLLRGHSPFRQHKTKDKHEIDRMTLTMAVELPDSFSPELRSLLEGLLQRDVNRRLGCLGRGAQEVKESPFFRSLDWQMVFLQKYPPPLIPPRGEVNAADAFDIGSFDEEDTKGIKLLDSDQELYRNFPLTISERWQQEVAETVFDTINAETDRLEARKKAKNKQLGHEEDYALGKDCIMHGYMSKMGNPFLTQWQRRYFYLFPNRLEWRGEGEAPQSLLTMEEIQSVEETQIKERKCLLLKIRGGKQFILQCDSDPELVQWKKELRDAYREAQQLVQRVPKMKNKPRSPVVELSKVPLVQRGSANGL
VLA-4 inh – inhibition in human VLA-4 binding assay, primary screen, VLA-4 allosteric modulator project, MLPCN library, flow cytometry, VLA-4 expressing cells; actives 0.2% (n = 330,000); ligand binding flow cytometry; inhibition, % (about 7 µM as worked out from the volumes in the protocol); Integrin alpha-4 (Homo sapiens), P13612; in the data active = inhibition above about 50%
JMJD2C inh – inhibitors of GASC-1 histone demethylase, primary screen, biochemical, fluorescence, DELFIA europium | Lysine-specific demethylase 4C (Homo sapiens), Q9H3R0 | GST-JMJD2C(1-420) H3K9me3 demethylation | inhibition, % at 2.35 µM | actives 0.069% (n = 330,000) | AID 2099, 2009;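 active = more than half of a compound's replicate wells show inhibition beyond 50%, single wells judged on their own value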;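 also: signal counts dimethyl H3K9 product captured on neutravidin plate; 0% = median of DMSO wells and 100% = 0.3 times that DMSO median; strong numbers were not always called active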
MEP2-GFP yeast – modulators of MEP2-GFP levels in yeast, primary screen, S. cerevisiae, multiplex flow cytometry, MLPCN library | S. cerevisiae MEP2-GFP strain, 3 h; 100% = DMSO control level | GFP response vs DMSO, % at 10 µM | actives 0.51% (n = 330,000) | AID 2016, 2009;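 active = GFP response versus DMSO above a set limit, roughly screen mean plus 3 SD, cut at about 180% in these data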;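 also: median GFP fluorescence of the barcode-gated MEP2-GFP cells per well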
RPL19A TOR yeast – RPL19A-GFP expression modulators in yeast, primary screen, cell-based, S. cerevisiae, multiplex flow cytometry, MLPCN; S. cerevisiae RPL19A-GFP strain, 3 h; active compounds read low; percent response vs DMSO, % at 10 µM; actives 0.3% (n = 330,000);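 active = percent response vs DMSO below 50%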;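 also: median channel GFP fluorescence of the barcoded RPL19A-GFP strain; ratio of sample median GFP to plate DMSO average so 100% = DMSO; lower means less RPL19A-GFP as with rapamycin TOR inhibition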
Active calls of the source: *.

AGP1 TOR yeast | CIT2-GFP yeast | LAP4 TOR yeast | GRK2 inh | VLA-4 inh | JMJD2C inh | MEP2-GFP yeast | Structure | RPL19A TOR yeast
105.2 | 122.6 | 93.9 | 0.0 | 0.8 | 0.9 | 113.8 | CC(=O)c1ccc(OCC(=O)N2CCCC2c2ccc3c(c2)OCCCO3)cc1 (stereo unspecified) | 104.0
106.0 | 94.9 | 101.0 | 0.0 | 2.5 | 15.9 | 107.5 | CCN(CC)S(=O)(=O)c1ccc(NC(=O)CC(NC(C)=O)c2ccccc2)cc1 (stereo unspecified) | 106.0
105.8 | 107.4 | 93.3 | 0.0 | 4.1 | 8.1 | 105.3 | CCOC(=O)CCSc1nnc(-c2cccnc2)n1-c1ccccc1OC | 99.5
106.3 | 95.9 | 115.1 | 0.0 | 23.0 | -16.0 | 94.0 | COc1ccccc1N1CCN(C(=S)NC(=O)/C=C/c2ccc(F)cc2)CC1 | 96.3
104.3 | 96.7 | 102.4 | 0.0 | 5.5 | -3.3 | 98.3 | CCN1CCCC1CNC(=O)C(=O)NC(C)C (stereo unspecified) | 101.4
95.2 | 98.9 | 95.5 | 0.0 | -0.5 | 2.0 | 98.1 | CNC(=O)c1c(NC(=O)c2ccc(S(=O)(=O)N3CC(C)OC(C)C3)cc2)sc2c1CCN(C(C)C)C2 (stereo unspecified) | 97.3
104.5 | 110.3 | 99.9 | 1.0 | 2.2 | 9.7 | 101.9 | CC(Sc1nncn1C)C(=O)NCCC1=CCCCC1 (stereo unspecified) | 103.5
101.2 | 103.9 | 103.2 | 0.0 | 0.2 | -2.5 | 94.4 | Cc1cnc(C(=O)OCC(=O)Nc2cc(-c3ccccc3)nn2-c2ccccc2)cn1 | 94.5
99.2 | 104.5 | 94.7 | 3.0 | -9.7 | -17.3 | 108.9 | CCOC(=O)CNc1nc(Cl)nc(Nc2ccc(OC)cc2OC)n1 | 104.9
100.4 | 95.3 | 102.2 | 5.0 | 18.9 | 5.8 | 102.4 | Cc1ccc(N(C(C)C(=O)N2CCCCC2)S(C)(=O)=O)cc1C (stereo unspecified) | 101.0
97.4 | 95.4 | 92.3 | 1.0 | 4.1 | -12.5 | 96.6 | O=[N+]([O-])c1ccc(N2CCN(S(=O)(=O)c3ccccc3)CC2)cc1 | 101.9
99.3 | 103.2 | 99.2 | 0.0 | 23.6 | -1.9 | 102.8 | Cc1ccccc1C(=O)NCCCCc1ccccc1 | 100.8
99.2 | 98.7 | 92.1 | 1.0 | -16.4 | 16.9 | 90.2 | COc1cc2nc(CN3CCC(C(O)(c4ccccc4)c4ccccc4)CC3)[nH]c(=O)c2cc1OC | 95.5
97.7 | 97.3 | 96.0 | 0.0 | 29.3 | 6.1 | 108.4 | Cc1noc(C(=O)N(C)c2ccccc2)c1Cl | 107.0
101.3 | 94.8 | 96.0 | 0.0 | 8.3 | -27.5 | 95.0 | COc1cc(/C=N/N=C(N)N)ccc1OCc1ccc(Cl)cc1 | 101.4
93.7 | 102.1 | 114.3 | 4.0 | 4.2 | -1.1 | 107.0 | O=C(NCCSC1CCCCC1)c1ccccc1 | 98.2
115.7 | 108.7 | 102.7 | 0.0 | 7.0 | -10.6 | 103.5 | CC(C)(C)[C@H]1COC(=O)CC/C=C\C[C@@H](CC(=O)N(CCO)Cc2ccccc2)C(=O)N1 | 113.0
107.0 | 91.9 | 105.3 | 1.0 | 19.9 | -4.3 | 106.5 | O=C(NNC(=O)c1sc2cccc(Cl)c2c1Cl)Nc1ccccc1 | 100.5
102.6 | 107.6 | 97.4 | 0.0 | 2.0 | -0.3 | 105.3 | CCOCCCNC(=O)CCc1nnc2ccc(N3CCCCC3)nn12 | 106.6
94.4 | 97.1 | 92.4 | 37.0 | -5.5 | 2.8 | 102.3 | CCCCC(=O)NC(c1ccccc1Cl)c1c(O)ccc2ccccc12 (stereo unspecified) | 102.8
97.3 | 99.8 | 99.0 | 0.0 | 6.0 | 1.1 | 100.6 | CS/C(=N\S(=O)(=O)c1cccs1)Nc1ccc(F)cc1 | 100.3
100.2 | 97.2 | 108.0 | 0.0 | 3.8 | 3.3 | 99.8 | O=C(N/N=C/c1cccn1-c1ccc([N+](=O)[O-])cc1)c1cccnc1 | 97.4
106.7 | 107.4 | 96.2 | 5.0 | 11.2 | -112.4 | 102.5 | CCN(CC)S(=O)(=O)c1ccc(OC)nc1 | 90.4
102.5 | 103.6 | 100.5 | 3.0 | 6.2 | 7.3 | 103.2 | O=C(COC(=O)/C=C/c1ccc(F)cc1)Nc1cccc(S(=O)(=O)N2CCCC2)c1 | 108.0
86.5 | 80.1 | 109.3 | 0.0 | 0.6 | -2.2 | 93.7 | CCCCn1nc2cc(C(=O)NCc3ccc(OC(F)(F)F)cc3)ccc2c1OC | 101.2
104.6 | 103.3 | 109.6 | 1.0 | 0.2 | -2.7 | 93.2 | COc1ccc(CNC(=O)C2CCC(=O)N(CCCN3CCCC3=O)C2)c(OC)c1 (stereo unspecified) | 98.5
97.4 | 99.1 | 103.0 | 0.0 | 0.0 | 2.4 | 98.2 | Cc1ccc(NC(=O)C2CC(=O)n3ncnc3N2)cc1C (stereo unspecified) | 100.1
88.8 | 89.7 | 106.4 | 1.0 | -8.2 | -4.5 | 91.3 | CCCN1CCC(=O)N([C@H](CO)CC(C)C)CC1 | 100.1

7 of the entries above in order of the VLA-4 inh value, highest first:
AGP1 TOR yeast | CIT2-GFP yeast | LAP4 TOR yeast | GRK2 inh | VLA-4 inh | JMJD2C inh | MEP2-GFP yeast | Structure | RPL19A TOR yeast
97.7 | 97.3 | 96.0 | 0.0 | 29.3 | 6.1 | 108.4 | Cc1noc(C(=O)N(C)c2ccccc2)c1Cl | 107.0
106.7 | 107.4 | 96.2 | 5.0 | 11.2 | -112.4 | 102.5 | CCN(CC)S(=O)(=O)c1ccc(OC)nc1 | 90.4
97.4 | 95.4 | 92.3 | 1.0 | 4.1 | -12.5 | 96.6 | O=[N+]([O-])c1ccc(N2CCN(S(=O)(=O)c3ccccc3)CC2)cc1 | 101.9
106.0 | 94.9 | 101.0 | 0.0 | 2.5 | 15.9 | 107.5 | CCN(CC)S(=O)(=O)c1ccc(NC(=O)CC(NC(C)=O)c2ccccc2)cc1 (stereo unspecified) | 106.0
86.5 | 80.1 | 109.3 | 0.0 | 0.6 | -2.2 | 93.7 | CCCCn1nc2cc(C(=O)NCc3ccc(OC(F)(F)F)cc3)ccc2c1OC | 101.2
94.4 | 97.1 | 92.4 | 37.0 | -5.5 | 2.8 | 102.3 | CCCCC(=O)NC(c1ccccc1Cl)c1c(O)ccc2ccccc12 (stereo unspecified) | 102.8
99.2 | 104.5 | 94.7 | 3.0 | -9.7 | -17.3 | 108.9 | CCOC(=O)CNc1nc(Cl)nc(Nc2ccc(OC)cc2OC)n1 | 104.9
